Arr AP2 block: inhibitors of beta-arrestin/AP2 binding, primary screen, biochemical, GPCR trafficking, flow cytometry | FITC-arrestin peptide / GST-AP2 beads; AP2 beta2 appendage carries R879A mutation | beta-arrestin 1 C-terminal peptide binding to AP2 beta2-adaptin appendage (human) | AID 504490, 2011 | inhibition, % at 10 µM | 0.31% of 340,000 active;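 active = inhibition above a set limit, near 3 SD of compounds lacking own fluorescence, cut at about 54% in these data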;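 also: plate controls were DMSO wells for no effect and 5 µM unlabelled arrestin peptide for full effect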
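Material – AP2 appendage R879A on GSH beads · Buffer or medium – PBS with 0.05% Tween 20 and 0.1% BSA · Probe or stimulus – fluorescein-tagged arrestin peptide at 50 nM final · Incubation – compound with beads 12 min RT, then probe 1 h RT · Detection – high-throughput flow cytometry of beads, ex 488, em 535 nm · Evaluation – percent response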
CAL PDZ FP-1: CAL PDZ peptide-binding inhibitors, primary screen, biochemical, fluorescence polarization, Cer-tagged CAL PDZ, HTS. Golgi-associated PDZ and coiled-coil motif-containing protein (Homo sapiens), Q9HD26. 0.02% of 330,000 active. AID 504414, 2011. inhibition, % at 20 µM. purified CAL PDZ, TMR-peptide fluorescence polarization, 1 h;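 active = highest replicate inhibition of at least 40%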;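 also: plate controls were DMSO neutral control wells for no effect and unlabeled competitor peptide control wells for full effect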
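System: purified tagged CAL PDZ domain construct (CerCALP). Schedule: 1 h incubation at room temperature before polarization reading. Medium: 25 mM sodium phosphate pH 7.4, 150 mM NaCl, TCEP, IgG, Thesit. Read-out: percent inhibition from loss of millipolarization. Measured by: FP readout, S and P plane fluorescence. Probe or stimulus: fluorescent TMR peptide probe.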
CAL PDZ FP-2: untagged CAL PDZ binding inhibitors, primary screen, biochemical, fluorescence polarization, HTS; Golgi-associated PDZ and coiled-coil motif-containing protein (Homo sapiens), Q9HD26; purified CAL PDZ, TMR-peptide fluorescence polarization, 1 h; inhibition, % at 24.9 µM; 0.92% of 300,000 active; AID 602252, 2012;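 active = mean inhibition of at least 30% with at least half of replicates also reaching 30%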;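 also: 0% = DMSO neutral control and 100% = excess unlabeled competitor peptide PRC23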
Keap1 Nrf2 FP: Keap1-Nrf2 protein-protein interaction inhibitors, primary screen, biochemical, fluorescence polarization, single point. Kelch-like ECH-associated protein 1 (Homo sapiens), Q14145. Keap1 Kelch-Nrf2 peptide fluorescence polarization, 1536-well. inhibition, % at 9.4 µM. 0.15% of 340,000 active; in the data active = inhibition above about 12%;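 also: human Keap1 Kelch domain with fluorescein labeled Nrf2 9mer peptide probe; 0% = neutral control wells and 100% = peptide positive control; higher means more block of Keap1 binding to Nrf2 peptide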
NSD2 inh: NSD2 histone methyltransferase inhibitors, primary screen, biochemical, AlphaScreen, single concentration, set 2; Histone-lysine N-methyltransferase NSD2 (Homo sapiens), O96028; NSD2 peptide methylation, 120 min; inhibition, % at 12.5 µM; 0.54% of 310,000 active; AID 743445, 2014; in the data active = inhibition above about 50%
V-ATPase pH: regulators of yeast V-ATPase proton pumping, primary screen, pHLuorin cytosolic pH fluorescence; S. cerevisiae; response, % at 10 µM; 0.37% of 350,000 active; AID 504577, 2011; in the data active = response mostly above about 7.3%, no sharp cut-off; inactive = mostly below about 5.4%; also: actives read high; inactives centre near 0; some compounds called inactive have numbers as strong as hits; reference of the scale not given here
Pemphigus Ab inh: inhibitors of pemphigus antibody binding to DSG3, primary screen, biochemical, bead-based, flow cytometry, scFv-GFP | DSG3-coupled beads, scFv-anti-DSG3-GFP binding; active compounds read low | 0.48% of 310,000 active | Desmoglein-3 (Homo sapiens), P32926 | AID 588358, 2011 | binding (percent of control), % at 10 µM;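 active = binding more than 3 SD below its plate's average and above zero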;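 also: hits lower antibody fragment binding to DSG3; some compounds called inactive have numbers as strong as hits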
DAGLB inhibitor: DAGLB lipase inhibitors, primary screen, biochemical, fluorescence, HTS; HEK293T DAGLB membrane lysate, EnzChek fluorogenic substrate; inhibition, % at 5.17 µM; 0.059% of 340,000 active; AID 504411, 2011; in the data active = inhibition above about 34%;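 also: 0% = enzyme with vehicle and 100% = wells lacking enzyme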
Cardiac RTF inh: cardiac RTF calcium sensitivity inhibitors, primary screen, biochemical, IANBD-TnC fluorescence, EC70 calcium | inhibition, % at 7.15 µM | IANBD-labeled cardiac RTF, Ca2+ fluorescence | 0.12% of 340,000 active;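 active = inhibition above the mean inhibition of all tested compounds plus 3 SD, cut at about 17% in these data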;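 also: assay run at fixed EC70 calcium of 1.6 mM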
LANA DNA inh: inhibitors of KSHV C-LANA binding to DNA, primary screen, biochemical, fluorescence polarization, FAM-LBS DNA, MBP-C-LANA, single point | inhibition, % at 9 µM | 0.078% of 340,000 active;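 active = highest replicate inhibition at or above 60% at 9 µM, even if other replicates fall short; inactive = all replicates below 60% inhibition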;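 also: 0% = neutral control wells and 100% = 4 µM acridine orange control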
* marks the source's active call; other numbers are inactive results; · = not tested or not shown. This is a subset; rates above refer to the full screens.

SMILES	Arr AP2 block	CAL PDZ FP-1	CAL PDZ FP-2	Keap1 Nrf2 FP	NSD2 inh	V-ATPase pH	Pemphigus Ab inh	DAGLB inhibitor	Cardiac RTF inh	LANA DNA inh
Brc1cccc(-c2cnco2)c1	-9	-0.6	-4	-2	0	-1	102	-1	-9	-0.9
COc1ccc(C)cc1NC(=O)COC(=O)c1ccc([N+](=O)[O-])o1	-15	0.2	2	0	·	2	108	1	2	-0.5
CCOC(=O)c1c(CSc2ccc(CC)cc2)oc2ccc(O)c(CN(C)C)c12	29	-0.4	4	-3	10	7.6*	99	-1	-13	-3.1
C[C@H](NC(=O)[C@@H]1Cc2ccccc2CN1C(=O)OC(C)(C)C)C(=O)NC1CCCCC1	-3	-1.8	-4	-3	-1	-1	·	0	7	0.6
COc1cc(CNn2c(C)n[nH]c2=S)cc(Br)c1OCC(=O)NC(C)(C)C	16	-1.4	1	0	-2	2	105	0	-7	3.3
CCOc1ccc(CCNC(=O)COC(=O)c2cccc(S(=O)(=O)N3CCCCC3)c2)cc1OCC	36	-1.5	1	0	2	-2	103	1	-18	0.3
Cc1ccc(C)c(OCCCC(=O)Nc2ccccc2C(N)=O)c1	1	-3.6	-4	3	-1	2	87	0	-10	-0.1
COc1ccccc1C(=O)N/N=C/c1c[nH]c2ccccc12	14	-3.2	1	1	-2	-1	99	0	-4	-0.5
O=C1COc2ccc(C(=O)CSc3nnc(NCc4ccccc4)s3)cc2N1	-7	-1.6	-8	-2	2	-1	91	2	-5	0.2
C[C@H]1CN([C@@H](C)CO)C(=O)c2cc(NC(=O)c3ccncc3)ccc2O[C@H]1CN(C)Cc1ccc(C(=O)O)cc1	7	0.8	-2	-2	·	6	103	-2	-8	0.5
O=C1CS(=O)CN1c1ccc(Oc2ccccc2)cc1 (stereo not given)	10	-2.7	-4	-3	-1	-1	92	0	-4	0.3
CCOC(=O)C1=C(C)NC(=O)NC1c1cc(C)sc1C (stereo not given)	1	-0.1	·	0	·	-3	103	1	2	0.3
CC(C)C(=O)NC(=S)N(Cc1ccccc1)Cc1ccccc1	-3	-3.5	-1	0	-2	0	96	-2	-12	-0.8
CCCCC(=O)Nc1ccc(N2CCN(C(=O)CC)CC2)cc1	8	-0.3	·	-2	-6	-2	104	-1	1	-0.3
COCCCNC(=S)N(Cc1cccnc1)Cc1ccc(OC)c(OC)c1	-1	-0.2	0	-1	-1	3	100	-1	3	-0.4
Cc1cccc(N2CCN(C3=NC(=O)C(Cc4ccccc4)S3)CC2)c1 (stereo not given)	2	-1.6	-3	2	13	0	98	-3	-14	0.0
COCCn1c(=NC(=O)c2ccc(S(=O)(=O)N3CCc4ccccc4C3)cc2)sc2cc(OC)ccc21	5	-2.9	-2	-1	-6	-1	84	-1	-5	-0.2
COc1ccc(C(c2c(C)n(C)n(-c3ccccc3)c2=O)c2c(C)n(C)n(-c3ccccc3)c2=O)cc1OC	-6	-1.1	-5	-4	-1	1	101	-1	-13	0.1
Cc1ccc(/C=N/NC(=O)CN2CCN(S(=O)(=O)c3ccc(Br)cc3)CC2)s1	-1	-1.1	-3	4	4	-1	110	2	-8	2.6
NC(=O)c1nn(-c2ccccc2)nc1NC(=O)Cn1nnc(-c2ccccc2)n1	20	0.3	-1	-1	-3	-2	102	29	-2	0.5
Cc1cc(S(=O)(=O)N2CCCCCC2)c(Cl)cc1Cl	5	-1.6	·	1	6	6	·	-6	-7	1.2
CC(=O)c1c(NCc2ccccc2)nc(=O)n(-c2ccccc2)c1C	-6	-0.3	-1	-4	-1	-5	104	3	-2	-2.5
CCOc1ccc(N2C(=O)CC(N3CCN(C(=O)c4ccco4)CC3)C2=O)cc1 (stereo not given)	-1	-1.1	2	-2	·	2	97	1	-71	-1.5
CC1CCCCN1CCCNC(=O)Cn1ncc2c([nH]c3ccccc32)c1=O (stereo not given)	4	-1.0	0	-2	4	-2	·	1	-6	-0.5
CS(=O)(=O)c1ccc(Cl)c(NC(=O)COC(=O)C23CC4CC(CC(C4)C2)C3)c1	23	-1.4	9	-3	-2	1	105	0	-4	1.2
CC(=O)C(C(c1ccccc1)N1CCOCC1)N1CCOCC1 (stereo not given)	6	-0.9	·	5	1	0	89	0	5	3.2
Clc1ccccc1OCc1nc(-c2ccc(Br)o2)no1	6	-0.4	·	-3	·	4	101	-10	-8	-1.3
CCc1nnc(NC(=O)c2ccc(-c3ccc(C(C)=O)cc3)o2)s1	49	0.8	4	4	1	6	·	-4	-2	0.5
O=C(NC1CCCC1)c1ccccc1OCc1ccccc1	19	-0.9	1	-1	-5	0	93	-7	-10	-2.8
COc1ccc(/C=c2\s/c(=C\C(=O)C(C)(C)C)[nH]c2=O)cc1O	-19	0.7	-4	-7	3	-3	97	1	-15	-0.3
CCCCCCCCCCOC(=O)Cn1c(COc2ccccc2)[n+](C)c2ccccc21	-14	-1.0	-3	2	16	0	98	7	2	-1.4
Cc1ccc(CN2CC(C(=O)N3CCN(c4ccccc4Cl)CC3)CC2=O)cc1 (stereo not given)	2	-0.8	-6	2	-4	4	·	5	-3	-1.6
CNc1c([N+](=O)[O-])cnn1-c1ccccn1	-19	-1.1	-5	-9	-7	2	100	2	-1	1.0
O=C(NC1CCCCC1)c1cnn2c(C(F)(F)F)cc(-c3ccco3)nc12	11	-2.0	-8	-3	3	-5	97	0	-2	0.2
COC(=O)Cn1c(CN2CCC(Cc3ccccc3)CC2)nc2c1c(=O)n(C)c(=O)n2C	31	-0.8	-2	1	·	3	99	6	-16	-1.2
Cc1ccc(CNC(=O)CCS(=O)(=O)c2ccc3c(c2)CC(C)N3C(=O)C2CC2)o1 (stereo not given)	4	0.0	-4	-3	2	2	94	2	-10	-1.7

Reprinted from the part before: 3 compounds, followed by the next part.
SMILES	Arr AP2 block	CAL PDZ FP-1	CAL PDZ FP-2	Keap1 Nrf2 FP	NSD2 inh	V-ATPase pH	Pemphigus Ab inh	DAGLB inhibitor	Cardiac RTF inh	LANA DNA inh
O=C(NC1CCCCC1)c1cnn2c(C(F)(F)F)cc(-c3ccco3)nc12	11	-2.0	-8	-3	3	-5	97	0	-2	0.2
COC(=O)Cn1c(CN2CCC(Cc3ccccc3)CC2)nc2c1c(=O)n(C)c(=O)n2C	31	-0.8	-2	1	·	3	99	6	-16	-1.2
Cc1ccc(CNC(=O)CCS(=O)(=O)c2ccc3c(c2)CC(C)N3C(=O)C2CC2)o1 (stereo not given)	4	0.0	-4	-3	2	2	94	2	-10	-1.7
COc1ccc(NC(=O)N2CCCC2C(=O)NCc2ccc(F)cc2)cc1 (stereo not given)	18	-1.9	-1	-1	2	2	102	1	-3	0.2
CCCC(=O)NCCc1nc2ccccc2n1CCC	2	-0.2	-3	-9	·	0	113	0	-7	-0.2
CCc1ccc2nc(N(CCCN(C)C)C(=O)c3ccc(C(=O)c4ccccc4)cc3)sc2c1	29	-3.2	-5	-2	3	2	111	-2	-4	-0.5
N=c1c(S(=O)(=O)c2ccccc2)cc2c(=O)n3ccccc3nc2n1CC1CCCO1 (stereo not given)	10	-2.2	1	-4	5	-2	61	1	-17	-0.1
Cc1ccc(NC(=O)C(C)OC(=O)CCN=C2NS(=O)(=O)c3ccccc32)cc1 (stereo not given)	-15	-1.8	-2	-2	-3	2	103	2	-13	0.4
Cc1onc(-c2ccccc2)c1C(=O)N(Cc1ccco1)Cc1cccs1	-16	0.6	·	-2	0	2	98	-6	1	0.2
CN(C)CCCOc1nc2c(c(=O)n(C)c(=O)n2C)n1C	1	0.7	6	-3	2	3	106	-2	-13	-0.1
COc1cc(NS(=O)(=O)c2ccc(NC(=O)C34CC5CC(CC(C5)C3)C4)cc2)ncn1	0	·	-3	0	19	-2	98	10	-10	4.2
C=CCCC(=O)Nc1nc(C)c(-c2csc(Nc3ccc(Cl)cc3Cl)n2)s1	-3	-1.5	-1	-1	·	2	102	4	-4	0.0
Cc1cc(-c2ccccc2)c(C#N)c(=S)[nH]1	17	0.1	3	-1	29	4	92	-2	1	1.8
CC(=O)N1CC(=O)N(CC(=O)Nc2ccc(Br)cc2)C1=S	-1	-1.6	-1	-3	5	-2	·	-2	-17	0.1
O=C(C[n+]1ccccc1)N/N=C/c1cccc(Cl)c1Cl	12	-2.1	-5	-4	1	2	108	2	-7	2.6
COc1ccc(-c2cc(Cl)cc3c(=O)c4ccccc4n(C)c23)cc1F	7	0.0	-1	1	·	-2	93	1	-4	-0.4
N#Cc1c(N)n(C2OC(CO)C(O)C2O)c2ncnc(N)c12 (stereo not given)	-2	-0.8	0	0	·	-4	92	0	-3	-0.8
O=C(Nc1ccc(Cl)cn1)c1ccccc1F	1	-0.1	-5	-1	0	2	·	-6	-2	-1.2
Fc1cccc(NCCc2c[nH]c3ccccc23)n1	28	-4.0	-2	-5	2	3	92	-1	-3	-3.1
S=c1[nH]c2cc3ccccc3cc2[nH]1	-8	-2.7	0	0	1	-1	96	0	5	1.3
O=C(O)CSc1nnc(-c2cccs2)n1-c1ccc(Cl)cc1	2	-0.8	-6	-8	-2	0	·	0	-15	-1.1
O=C(c1ccc2c(c1)CCC2)N1CCN(Cc2c(F)cccc2Cl)CC1	·	·	·	·	-1	-3	99	-6	·	·
CC[n+]1c(/C=C2\C=C(C)CC(C)C2)sc2ccccc21 (stereo not given)	5	0.1	-4	-7	·	-2	92	1	-10	-0.5
N#CC1(NC(=O)COC(=O)c2nccnc2N)CCCCC1	-8	-1.5	-1	4	1	3	100	1	-3	2.4
COc1ccc(-n2cnnc2SCC(=O)Nc2cc(C)on2)cc1	-6	-0.5	1	3	-1	2	100	-1	-7	-1.7
CC(=O)c1cccc(CN2CCCCC2C(=O)Nc2ccc(Oc3ccccc3)nc2)c1 (stereo not given)	-5	-1.0	-1	-7	-2	-1	145	2	-1	-2.6
CN(C(=O)c1ccc(NC(=O)Cc2ccc([N+](=O)[O-])cc2)cc1)C1CC1	-6	-0.9	-9	3	·	-3	102	1	7	5.1

Source: PubChem BioAssay
